# Bioassay records from PubChem.
# PG9 Ab binder – small molecules binding HIV-1 gp120 antibody PG9. TR-FRET gp120-PG9 antibody binding. inhibition, % at 6.7 µM. hit rate 0.43% among 360,000. AID 624416; in the data active means inhibition above about 8.5%
# LEDGF integ inh – blocks HIV-1 LEDGF/p75-dependent DNA integration; TR-FRET IN-LEDGF/p75 DNA integration, Eu/Cy5; inhibition, % at 3.7 µM; hit rate 0.64% among 370,000;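 active means inhibition above the screen-wide mean plus 3 SD, cut at about 13% in these data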;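 further: signal is the Cy5 over europium emission ratio at 671 and 618 nm; 0% = plate median of compound wells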
# SIAE primary – blocks human sialic acid acetylesterase. SIAE FP-Rh probe binding, fluorescence polarization. inhibition, % at 9.66 µM. hit rate 0.69% among 370,000;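 active means inhibition above a cutoff: mean of compounds within the control limits plus 3 SD of those, cut at about 17% in these data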;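 further: 0% = plate median of compound wells and 100% = probe without SIAE protein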
# Rev-erbA mod – modulates human Rev-erb alpha binding to DNA. P20393. Rev-erbα–FITC-DNA binding, fluorescence polarization, 90 min. activity, % at 10 µM. hit rate 0.79% among 370,000. AID 1259318;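 active means activity above about 14%, limit read from the data; passing the limit was not always enough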;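 further: 0% = DMSO wells with 35 nM protein and 100% = DMSO wells with 750 nM protein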
# Target sequence (P20393 whole entry, looked up): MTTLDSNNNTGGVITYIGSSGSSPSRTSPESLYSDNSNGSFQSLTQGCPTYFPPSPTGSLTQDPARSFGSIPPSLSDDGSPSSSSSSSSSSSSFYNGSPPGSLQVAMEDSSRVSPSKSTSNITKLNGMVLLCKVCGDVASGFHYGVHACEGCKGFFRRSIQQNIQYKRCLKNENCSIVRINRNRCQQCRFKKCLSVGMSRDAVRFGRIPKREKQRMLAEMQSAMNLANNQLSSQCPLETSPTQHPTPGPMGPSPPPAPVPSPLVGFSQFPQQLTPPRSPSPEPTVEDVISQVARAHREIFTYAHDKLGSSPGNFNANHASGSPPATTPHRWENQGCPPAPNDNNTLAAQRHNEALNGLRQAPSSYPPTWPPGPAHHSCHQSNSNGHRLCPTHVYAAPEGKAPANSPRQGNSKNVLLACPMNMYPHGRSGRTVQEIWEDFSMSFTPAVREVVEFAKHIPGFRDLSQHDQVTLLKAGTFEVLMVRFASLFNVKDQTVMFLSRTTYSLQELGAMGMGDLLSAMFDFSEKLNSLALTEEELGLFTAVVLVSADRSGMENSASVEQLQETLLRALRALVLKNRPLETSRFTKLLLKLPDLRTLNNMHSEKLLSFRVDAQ
# TCR CD3 inh – inhibitors of human TCR-CD3 interaction; hit rate 0.37% among 360,000; inhibition, % at 9.4 µM; TAMRA-labeled TCR probe fluorescence, biochemical; in the data active means inhibition above about 19%;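 further: recombinant mutant TCR 2C K166C tagged with TAMRA read by polarization; 0% = receptor in buffer alone and 100% = receptor with positive control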
# TDP2 inh – TDP2 (human) inhibition, absorbance primary screen; O95551; recombinant TDP2, T5PNP hydrolysis, p-nitrophenol absorbance 415 nm; inhibition, % at 12.8 µM; hit rate 0.34% among 370,000; AID 720702;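 active means inhibition above the mean of all tested compounds plus 3 SD, set per campaign, cut at about 25% in these data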;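 further: 0% = DMSO with enzyme and 100% = buffer with substrate but no TDP2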
#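 System – recombinant human TDP2 · Quantity – TDP2 enzyme at 120 nM final · Doses – single concentration, 12.8 µM nominal, with 1% DMSO · Incubation – 2 h at 37 °C · Measured by – epi absorbance of p-nitrophenol freed from T5PNP by hydrolysis · Read-out – % inhibition relative to enzyme-containing and enzyme-free wells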
# PRMT1 inh – inhibitors of human PRMT1; Q99873; recombinant PRMT1, activity-based probe fluorescence polarization; inhibition, % at 2.79 µM; hit rate 1.3% among 370,000; AID 652257;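 active means inhibition above about 21% made by adding two undisclosed values, limit read from the data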
# rCAG binder – binds r(CAG) RNA repeats; hit rate 1.3% among 370,000; inhibition, % at 3 µM; r(CAG) RNA repeat, TO-PRO-1 dye displacement fluorescence; AID 651821;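 active means inhibition above the plate cutoff, the mean of all test compounds on that plate plus 3 SD, cut at about 35% in these data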;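 further: 0% = DMSO alone and 100% = 100 µM mitoxantrone as full dye displacement; higher means more dye released from RNA so lower well fluorescence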
# HTRA1 inhibitor – blocks human HTRA1 serine peptidase; hit rate 0.5% among 340,000; Q92743; recombinant HTRA1, FP-rhodamine activity-based probe, fluorescence polarization; inhibition, % at 5.96 µM; in the data active means inhibition above about 36%;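 further: 0% = enzyme with DMSO and 100% = wells lacking enzyme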
# Target sequence (Q92743 whole entry, looked up): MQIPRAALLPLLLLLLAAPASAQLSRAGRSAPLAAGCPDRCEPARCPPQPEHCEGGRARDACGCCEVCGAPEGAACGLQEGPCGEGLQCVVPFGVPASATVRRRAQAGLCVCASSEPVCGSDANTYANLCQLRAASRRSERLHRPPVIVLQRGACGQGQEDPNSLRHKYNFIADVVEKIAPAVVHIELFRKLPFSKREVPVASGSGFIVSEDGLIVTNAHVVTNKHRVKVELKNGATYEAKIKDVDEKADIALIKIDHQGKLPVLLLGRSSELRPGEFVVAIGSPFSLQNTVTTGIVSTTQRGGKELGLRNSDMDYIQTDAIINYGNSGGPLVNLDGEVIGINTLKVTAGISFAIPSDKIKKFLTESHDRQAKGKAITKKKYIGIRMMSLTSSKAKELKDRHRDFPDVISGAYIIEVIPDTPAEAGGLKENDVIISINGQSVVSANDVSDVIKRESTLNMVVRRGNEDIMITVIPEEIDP
# mABHD4 FP – inhibits mouse alpha/beta hydrolase domain 4; inhibition, % at 8.92 µM; purified mABHD4, FP-Rh probe fluorescence polarization; hit rate 0.54% among 370,000;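 active means inhibition exceeding the mean over every tested compound plus 3 SD, cut at about 30% in these data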;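 further: 0% = plate median of compound wells and 100% = S159A mutant with DMSO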
#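 assay system = mABHD4 protein | compound dosing = single nominal dose of 8.92 µM, 0.89% DMSO final | read-out basis = percent inhibition of probe binding, normalized to plate controls | schedule = Enzyme–compound pre-incubation 45 min, then probe 60 min, both 25 °C | detection = fluorescence polarization, excitation 525 nm, emission 598 nm, BODIPY TMR filters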
# * hit, by the source's call; . = no result given. Some of the compounds tested, so the mix of outcomes need not match the whole.
SMILES,PG9 Ab binder,LEDGF integ inh,SIAE primary,Rev-erbA mod,TCR CD3 inh,TDP2 inh,PRMT1 inh,rCAG binder,HTRA1 inhibitor,mABHD4 FP
COc1ccc(OC)c(NC(=O)NNC(=O)COc2ccc(F)cc2F)c1,1.6,-2.8,5.0,-1.3,-11.8,4.7,2.9,-4.6,-4.2,-2.2
COc1ccc(NC(=O)CCS(=O)(=O)c2ccc3c(c2)CCCN3C(C)=O)cc1Cl,-1.1,-1.9,-8.2,3.5,0.0,2.1,-2.0,1.6,-6.2,0.9
CCOc1ccc(S(=O)(=O)N/N=C(\C)C2CCCCC2)cc1,-2.7,5.9,1.5,4.2,-9.6,-9.8,9.6,4.9,2.0,-6.3
O=c1c2ccccc2nc(/C=C/c2cccc([N+](=O)[O-])c2)n1CCO,-1.5,2.4,1.1,0.0,6.5,-12.3,3.7,1.2,-5.8,-4.1
NC(CCc1ccccc1)c1csc(NC(=O)NCC2CCCCC2)n1 (stereo unspecified),0.0,8.3,-2.1,8.7,0.6,-10.4,-6.8,14.4,.,11.7
Cc1ccc(C)c(S(=O)(=O)N/N=C/c2ccc(F)cc2)c1,0.4,-0.8,-6.1,2.3,-0.4,4.7,14.8,4.6,-0.5,-12.0
Cc1cc(C(=O)N/N=C/c2ccco2)n[nH]1,-0.5,-0.6,-4.1,1.0,0.9,-15.6,3.8,-4.7,2.8,-6.2
O=C(NC1CCCC1)c1cc2c(ccc3ccccc32)o1,-3.4,-2.9,-3.1,2.2,0.0,1.2,-0.4,2.2,-27.1,-5.7
O=C(CSc1nnc(-c2ccccc2)n1-c1ccc(Cl)cc1)NN=Cc1c[nH]c2ccccc12,.,-2.5,0.7,-1.8,.,-4.4,1.4,10.5,.,-1.2
COc1ccc2c(c1)CCCN2C(=O)C1CCCN(S(=O)(=O)c2cccc3cccnc23)C1 (stereo unspecified),.,1.6,2.0,-3.1,.,-1.0,3.5,0.6,.,4.0
Cc1ccc2nc(SCC(=O)Nc3ccc4sc(C)nc4c3)c(C#N)cc2c1,33.4*,-3.0,-1.0,73.4*,-1.0,-8.2,2.7,-0.7,-0.2,2.3
Cn1cc(CN2CCC[C@H]2CO)c(-c2cccc(Cl)c2)n1,-1.9,-1.7,-3.1,-1.7,7.7,-2.8,-1.7,-1.8,2.8,0.7
O=C(CCc1ccccc1)NCCc1nc2ccccc2[nH]1,-0.3,-0.3,-1.6,-1.6,4.2,0.2,-0.7,2.5,3.7,-3.3
CN1CCN(C(=O)c2cc([N+](=O)[O-])ccc2Cl)CC1,1.4,1.2,-2.9,-5.3,1.8,-4.1,4.0,-2.0,7.9,-0.7
COC(=O)[C@H](Cc1ccccc1)N1C[C@@H](N2CCC[C@H]2C)CS1(=O)=O,-1.2,-1.7,6.3,5.8,-4.3,3.6,4.3,5.9,.,3.7
Cc1cccc(C)c1CC(=O)N1CCOCC1,1.9,-1.6,-5.5,4.3,2.8,4.6,0.1,-5.4,3.6,-4.5
CCCCn1nnc(NC(=O)c2ccc([N+](=O)[O-])cc2Cl)n1,0.0,-2.0,2.2,-4.7,0.0,5.6,2.8,3.8,1.4,-0.7
COc1cccc(-c2nc(CS(=O)CC(=O)NC3CCCC3)c(C)o2)c1 (stereo unspecified),-1.5,-1.3,3.1,4.2,3.7,2.4,6.6,0.6,6.3,3.0
CCC(=O)Nc1ccc2c(c1)nc1n2CCSC1,-0.7,0.8,4.5,-0.8,4.5,-2.8,1.4,5.4,5.7,-3.0
O=C(CSCc1ccccc1)Nc1cccc(C(=O)Nc2ccccc2C(=O)O)c1,-0.3,2.2,-16.4,1.8,3.5,6.5,-0.3,71.7*,-21.5,-21.0
CCN(CC)CCC(c1ccc2c(c1)OCO2)c1c(O)cc(OC)cc1OC (stereo unspecified),0.5,0.2,-3.5,-2.7,0.1,-3.3,1.5,6.0,0.8,-3.0
COc1ccccc1C1=NN(C(=S)Nc2ccccc2)C(c2ccco2)C1 (stereo unspecified),-1.1,-0.5,-10.8,1.3,3.4,-6.2,1.6,5.2,-29.8,-11.7
CCCCN(CC)S(=O)(=O)c1ccc(C(=O)N=c2sc3cc(NC(C)=O)ccc3n2C)cc1,-0.5,-4.0,-11.5,7.6,-0.1,-24.0,0.7,-0.6,-4.4,-8.8
Cc1ccc(C)c(NC(=O)CCN2C(=O)[C@@H]3Cc4ccccc4CN3C2=O)c1,-2.4,-2.7,1.3,-1.7,-0.2,14.0,0.8,-2.2,-3.5,3.4
COc1ccc(CN(C)c2ncnc(N)n2)cc1,0.4,1.3,-5.3,-3.0,12.1,-10.4,-0.6,1.8,8.0,1.9
COc1cccc(C(C)(O)c2nc(-c3cccc(C(=O)O)c3)cs2)c1 (stereo unspecified),1.6,-4.2,-2.7,-0.9,-6.0,2.7,2.8,1.4,.,-6.0
Cc1ccc(S(=O)(=O)N2CCC(C(=O)N3CCC[C@H]3C(=O)NCc3ccccc3)CC2)cc1,-1.5,-2.7,7.1,-1.8,3.8,1.2,-2.6,1.7,1.0,-2.2
Cc1cc(N2CCCC2)ccc1/C=N/n1cnnc1,0.7,7.1,1.7,-22.1,2.9,8.2,0.7,7.7,11.9,7.2
CCn1cc(C(=O)NCCc2ccccc2C)c(=O)c2ccc(C)nc21,-1.6,1.3,5.8,43.6*,5.2,-10.8,-3.9,-2.3,3.3,1.6
CS(=O)(=O)N1c2ccccc2[C@]2(Br)C[C@H]3C(=O)N[C@@H](Cc4ccccc4)C(=O)N3[C@H]12,0.0,-1.9,3.9,-0.6,-2.8,-4.7,4.0,9.7,3.5,4.5
Cc1ccc2cc(/C=N/NC(=O)CN3CCCCC3)c(Cl)nc2c1,-2.5,-3.1,4.6,-6.8,6.5,8.1,-2.1,-4.9,-5.0,-2.6
CCn1c(-c2ccsc2)nc2c1c(=O)[nH]c(=O)n2Cc1ccccc1,22.2*,0.3,5.8,9.8,2.8,1.1,-3.2,3.0,-0.8,0.5
Nc1ccc(C(=O)N2CCN(S(=O)(=O)c3ccc(Cl)s3)CC2)cc1[N+](=O)[O-],0.1,-1.5,-7.3,-3.8,4.5,-3.5,-1.6,-7.3,-4.5,1.3
O=C(Nc1cccc2ccccc12)C12CC3CC(C1)CC(n1cnc([N+](=O)[O-])n1)(C3)C2,2.8,0.3,0.5,-3.4,-0.3,1.1,-2.6,4.5,-4.8,-6.2
COC(=O)Cn1c(=NC(=O)c2nc3ccccc3s2)sc2cc(S(N)(=O)=O)ccc21,-1.8,0.0,-10.1,38.9*,4.9,4.2,-1.9,6.2,-8.2,-14.8
O=C(O)CCN1C(=O)c2ccc(NC(=O)CSc3ccccc3)cc2C1=O,-2.9,0.5,-4.4,-3.7,0.8,-6.1,-0.9,3.2,5.6,3.8

# Of the compounds above, 2 have fluorine.
SMILES,PG9 Ab binder,LEDGF integ inh,SIAE primary,Rev-erbA mod,TCR CD3 inh,TDP2 inh,PRMT1 inh,rCAG binder,HTRA1 inhibitor,mABHD4 FP
COc1ccc(OC)c(NC(=O)NNC(=O)COc2ccc(F)cc2F)c1,1.6,-2.8,5.0,-1.3,-11.8,4.7,2.9,-4.6,-4.2,-2.2
Cc1ccc(C)c(S(=O)(=O)N/N=C/c2ccc(F)cc2)c1,0.4,-0.8,-6.1,2.3,-0.4,4.7,14.8,4.6,-0.5,-12.0

# Going on with the list.
SMILES,PG9 Ab binder,LEDGF integ inh,SIAE primary,Rev-erbA mod,TCR CD3 inh,TDP2 inh,PRMT1 inh,rCAG binder,HTRA1 inhibitor,mABHD4 FP
CCN(CC)C(=O)Cn1cc(S(=O)(=O)CC(=O)N2CCOCC2)c2ccccc21,0.5,-2.0,2.1,3.7,-4.8,7.3,-0.9,-2.9,0.3,1.4
CCOC(=O)C1CCN(Cc2oc(CO)cc(=O)c2O)CC1,-0.7,-1.6,4.7,-6.4,-0.5,-6.9,2.6,-1.6,3.1,7.3
CCCCN(C(=O)CC(c1ccccc1)c1ccccc1)c1c(N)n(CCC)c(=O)[nH]c1=O,-1.2,-1.8,-1.1,-4.7,7.4,-1.8,-1.8,-2.3,-9.8,1.4
CNS(=O)(=O)c1cc(O)c2c(S(=O)(=O)NC)cccc2c1,-1.6,-1.5,8.7,0.9,1.1,1.4,2.4,2.5,-3.9,-0.8
Cc1ccc(S(=O)(=O)/C(C#N)=C/c2c(N3CCN(C)CC3)nc3c(C)cccn3c2=O)cc1,-2.7,-2.0,-5.3,7.0,-4.2,-9.2,15.0,-13.1,-2.6,3.6
COc1ccc(-n2c(SCC(=O)NCC3CCCO3)nc3c([nH]c4ccccc43)c2=O)cc1OC (stereo unspecified),-4.0,-2.4,2.6,-2.0,1.6,8.0,1.4,-5.9,0.5,5.2
CC(c1ccccc1)N1CC(C(=O)N2CCN(c3ccc(F)cc3)CC2)CC1=O (stereo unspecified),0.8,-1.9,2.1,-6.5,0.9,12.6,-0.3,-6.7,-6.9,4.4
CCc1ccc(CN(C)C(=O)C2CCC(=O)N(Cc3cccc(OC)c3)C2)nc1 (stereo unspecified),-2.6,-1.0,-0.2,3.3,1.6,1.6,9.9,-5.8,0.3,1.1
O=C(NCc1cccnc1)/C(=C/c1ccccc1)NC(=O)c1ccccc1,-0.2,-5.0,-6.3,2.5,-9.2,-7.6,10.2,-0.5,4.6,-4.8
COc1ccc(CN2CCNC(=O)C2CC(=O)NC2CCC2)c(OC)c1 (stereo unspecified),-2.3,3.4,3.2,-1.0,-4.5,-3.0,-2.4,-0.6,-4.6,2.4
c1ccc(-c2nnc(-c3c[nH]c4ccccc34)nc2-c2ccccc2)cc1,-1.7,5.2,0.5,0.8,-0.1,-13.5,3.1,22.8,-46.3,-25.0
COc1ccccc1-n1cc(CN2CCc3onc(-c4ccc(Br)cc4)c3C2=O)nn1,-0.5,-3.1,-2.6,0.4,7.6,7.4,-2.5,4.5,.,-11.2
CCC(=O)N(Cc1ccco1)Cc1cc2cc3c(cc2[nH]c1=O)OCO3,-0.1,-2.3,1.8,0.1,4.9,-7.8,-1.7,-0.4,1.5,5.3
CCCNC(=O)c1nc(C)c(C)nc1C(=O)Nc1cccc(Cl)c1,-3.8,0.6,6.6,-1.1,-2.1,2.0,-2.1,-0.9,1.8,2.5
Cc1nn(C(C)C(=O)NC2CCCCC2)c(=O)c2nn(-c3ccccc3)c(C)c12 (stereo unspecified),-1.2,-4.1,4.7,8.1,2.5,-0.3,3.1,-5.2,-0.1,-1.0
CCc1cc2c(=O)c(-c3nc4ccccc4n3C)coc2c(CN2CCN(C)CC2)c1O,2.1,2.8,2.4,-6.9,-0.9,-14.7,0.9,5.8,1.8,-11.2
Cc1ccc(CN(C)CC(=O)Nc2cccc([N+](=O)[O-])c2)o1,-0.4,-1.4,-1.9,3.0,-1.4,-4.9,1.0,-4.8,-3.5,3.4
COC(=O)c1sc2nc(C)cc(-c3ccccc3)c2c1N,-1.4,1.6,-1.3,2.6,-4.4,-10.2,0.6,-1.3,-13.9,2.4
O=C1NC(=O)C(CSc2ccccc2)(c2ccccc2)N1 (stereo unspecified),-1.4,2.2,-2.9,5.8,6.2,-2.9,-0.8,-0.3,1.9,1.1
CCOc1ccc(OCCC(=O)N(CC(=O)Nc2ccccc2C(F)(F)F)Cc2ccco2)cc1,-1.9,4.5,0.0,-2.0,-1.4,2.3,1.9,-1.2,3.0,3.2
